Assay outcomes as filed in PubChem BioAssay.
NFkB transloc inh = inhibitors of IL-1B driven NFkB p65 nuclear import, primary screen, imaging, HUVEC, IL-1B stimulus, high-content imaging; HUVEC IL-1B NFkB p65 nuclear translocation imaging; inhibition, % at 2 µM; actives 0.43% (n = 94,000);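 active means inhibition above about 30% together with a positive call from visual inspection of the well image, limit read from the data; inconclusive means inhibition above a set limit but visual check negative; inactive means inhibition not above a set limit, visual check negative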;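 further: nuclear over cytoplasmic p65 intensity ratio measured by imaging; 0% = IL-1B stimulated DMSO wells and 100% = unstimulated DMSO wells; values of inactives mirror those of a sister screen read the other way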
PLAP inhibitors HTS = PLAP enzyme inhibitors, biochemical, luminescence, HTS (AID 690) | inhibition, % at 20 µM, or IC50 in µM where a hit was titrated | actives 0.08% (n = 96,000) | Alkaline phosphatase, placental type (Homo sapiens) | purified PLAP, luminescent substrate; higher % means a stronger effect; in the data active means a potency from the dose series; inactive means the rest, 99 in 100 with inhibition below about 30%; further: strong numbers were not always called active
Bcl-B displacement = displacers of TR3 peptide from Bcl-B, primary screen, selectivity assay for Bfl-1 inhibitor project, biochemical, fluorescence polarization | AID 748, 2007 | actives 0.11% (n = 96,000) | FP displacement of FITC-TR3 peptide from Bcl-B; higher % means a stronger effect | displacement, % at 20 µM; hits with a dose series show IC50 in µM | Bcl-2-like protein 10 (Homo sapiens);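 active means displacement above 50% at 20 µM plus a fluorescence interference ratio under 1.5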;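 further: plate controls were wells without compound for no effect and wells lacking Bcl-B protein for full effect; a part of the inactive calls stands beside numbers as strong as those of hits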
MRP reversal = reversal of MRP1-mediated doxorubicin resistance, primary screen, H69AR cells, doxorubicin co-treatment; actives 0.04% (n = 85,000); differential viability (reversal), % at 10 µM; AID 602, 2007; H69AR cells + 2 uM doxorubicin, CellTiter-Glo, 72 h;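 active means viability drop by adding the cancer drug above about 55%, with treated viability meeting a 40% cutoff, limit read from the data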;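 further: viability without doxorubicin minus viability with 2 µM doxorubicin for each compound; larger differential means the compound sensitizes cells more to doxorubicin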
IL1B NFkB pot = enhancers of NFkB p65 translocation in HUVEC – imaging, IL-1B stimulus, high-content imaging, primary screen | HUVEC IL-1B NFkB p65 nuclear translocation imaging | activation, % at 2 µM | actives 0.3% (n = 94,000) | AID 819, 2007;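 active means activation above 40%, about the mean plus 3 SD, also judged a hit on visual image review; inconclusive means activation above 40% but not a hit on visual review; inactive means activation not above 40% and no visual hit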;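 further: percent activation is computed from the nuclear over cytoplasmic p65 intensity ratio; values of inactives mirror those of a sister screen read the other way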
MRP reversal cytotoxicity = also measured in MRP reversal; calls as there; viability, %; H69AR cells, CellTiter-Glo, 72 h; measured here: cytotoxicity without doxorubicin
MRP reversal with doxorubicin = recorded beside MRP reversal, whose call it bears; viability, %; measured here: viability with 2 uM doxorubicin; stronger effect = lower value
NFkB transloc inh cell count 2 µM = also measured in NFkB transloc inh; calls as there; cell count; measured here: cells passing quality filter;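 raw number of nuclei counted in each imaged well without normalization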
IL1B NFkB pot cell count 2 µM = second read-out of IL1B NFkB pot, no call of its own (marks repeat the call); cell count; measured here: cells passing quality filter
The depositor's hits bear a star; ? = inconclusive; . = not tested or not shown.

SMILES	NFkB transloc inh	NFkB transloc inh cell count 2 µM	PLAP inhibitors HTS	Bcl-B displacement	MRP reversal	MRP reversal cytotoxicity	MRP reversal with doxorubicin	IL1B NFkB pot	IL1B NFkB pot cell count 2 µM
COc1cc(NS(=O)(=O)c2ccc(NC(=O)COc3ccccc3Cl)cc2)nc(OC)n1	6	185	-84%	-10%	1	95	94	-6	185
Nc1nnc(N2CCc3ccccc32)s1	.	.	-20%	0%	-8	83	91	.	.
Cc1cc(NC(=O)c2cncc(Br)c2)n(-c2ccccn2)n1	9	58	17%	-6%	-31	37	68	-9	58
Cc1cc(C(=O)OCC(=O)Nc2cc(C(F)(F)F)ccc2N2CCOCC2)c(C)o1	8	118	-21%	5%	-10	71	80	-8	118
Cc1ccc(C(=O)c2cc3ccccc3o2)cc1C	-8	157	19%	0%	7	83	76	8	157
Cc1cc(=O)c2cc(Br)ccc2[nH]1	-22	68	11%	-1%	-16	74	90	22	68
CCC(C)C(NC(=O)C1CCC(C)CC1)C(=O)NC(C(=O)OC)C(C)C (configuration not stated)	-43	144	8%	4%	0	99	99	?	.
CCc1c(C)c2c(C)nn(-c3ccccc3)c2oc1=O	-4	137	.	.	0	78	78	4	137
Cn1c(NCCCO)nc2c1c(=O)n(Cc1ccccc1F)c(=O)n2C	-10	157	-22%	-1%	4	93	89	10	157
COc1ccc(CSc2nc3ccccc3[nH]2)cc1	-8	134	7%	-3%	.	.	.	8	134
CCn1c(SCc2ccc(F)cc2)nnc1-c1nn(-c2ccccc2)ccc1=O	-7	120	-27%	4%	.	.	.	7	120
c1ccc(Cn2c(-c3cccs3)nc3nc4ccccc4nc32)cc1	-13	141	7%	7%	18	75	57	13	141
Cc1nnc(-c2cccc(Br)c2)c2cn(-c3ccc(Br)cc3)nc12	.	.	-12%	-8%	.	.	.	.	.
N#Cc1c(N)nc2c(c1N)CC(=O)N2c1ccccc1-c1ccccc1	1	120	12%	-1%	1	93	91	-1	120
CC1(C)Cc2c(sc(NC(=O)C(C)(C)C)c2C#N)C(C)(C)N1	-21	159	.	.	-7	99	106	21	159
O=C(CN1CCC(O)(c2ccc3c(c2)OCO3)CC1)N1CCOCC1	-10	65	12%	-7%	-1	104	105	10	65
COc1cccc(-c2nc(CS(=O)(=O)CC(=O)N3CCN(C)CC3)c(C)o2)c1	1	48	.	.	.	.	.	-1	48
CC(C)Cc1c(O)nc(SCC(=O)Nc2ccc3c(c2)CCC3)[nH]c1=O	-17	97	.	.	-10	100	110	17	97
CCc1c(O)nc(SCC(=O)N2CCCCC2)n(-c2ccccc2C)c1=O	23	54	3%	8%	1	94	94	-23	54
CCCc1[nH]nc2c1C1(C(=O)N(C(C)C)c3ccccc31)C(C#N)=C(N)O2 (configuration not stated)	-20	130	-64%	2%	14	102	88	20	130
Cc1c(NC(=O)c2cccs2)cccc1C(=O)O	-8	168	-5%	-3%	-3	84	87	8	168
COc1cccc2c(=O)c(C(=O)O)c[nH]c12	-18	155	-8%	1%	.	.	.	18	155
O=C(Cn1cnc2c(nnn2Cc2ccc(F)cc2)c1=O)NCc1ccco1	-12	142	.	.	0	99	99	12	142
Cc1ccc(-n2ncc3c(N4CCN(c5ccc(F)cc5)CC4)ncnc32)c(C)c1	17	129	16%	-2%	24	64	40	-17	129
CCN(CC)C(=O)Oc1ccc(NC(C)=O)cc1	-4	136	14%	-7%	5	88	83	4	136
Cc1ccc(Nc2c([N+](=O)[O-])ccc3c2=NC2(CCCCC2)N=3)cc1	4	112	15%	5%	.	.	.	-4	112
CC(C)(C)OC(=O)N1CCC(c2cc(=O)n3[nH]c(-c4ccc(Cl)cc4)cc3n2)CC1	-2	68	-13%	-15%	-14	11	25	2	68
Cc1ccc2nc(/C(C#N)=N/O)[nH]c2c1	-7	170	0%	-4%	-22	80	102	7	170
CN=C(NC#N)SCC(=O)c1ccc(Cl)cc1Cl	-1	94	-56%	8%	-5	89	93	1	94
O=C(C1CC1)N1CCN=C1SCc1cccc(F)c1	.	.	-1%	-6%	2	95	93	.	.
CCOC(=O)N1CCC(NC(=O)Cn2c3ccccc3c3cn[nH]c(=O)c32)CC1	.	.	-3%	-7%	-3	88	91	.	.
CN1CC(=O)N(CC(=O)Nc2ccc(F)cc2)c2ccccc2C1=O	24	69	-10%	-7%	14	109	94	-23	69
Cc1cc(C)n(-c2nnc(C)n2NC(=O)c2cccc(Cl)c2)n1	-16	103	.	.	-5	88	93	16	103
Cc1cc(C)n(-c2nc(Nc3ccccc3C(F)(F)F)nc(-n3nc(C)cc3C)n2)n1	1	112	.	.	2	8	6	-1	112
CCOC(=O)C1=C(N)Oc2c(c(=O)[nH]c3ccccc23)C1c1ccccc1 (configuration not stated)	-14	156	29%	-7%	-27	13	40	14	156
O=C(O)C1CC(c2ccccc2)=NO1 (configuration not stated)	-8	190	-16%	-2%	-12	101	113	8	190
CCC(C)[C@H](NC(=O)NCC1CCCO1)C(=O)OC (some centres not stated)	-4	113	-7%	-2%	5	91	86	4	113
Cc1ccc(N2C(=O)CC(Sc3ncn[nH]3)C2=O)cc1 (configuration not stated)	6	187	-2%	-26%	-11	86	97	-6	187
CCCc1ccc(OCc2ccc(C(=O)N3CCN(c4ccccn4)CC3)o2)c(OC)c1	13	133	1%	1%	-3	61	64	-13	133
Cc1ccc2c(c1)c(C)c(C)n2CC(O)CN1CCOCC1 (configuration not stated)	-2	69	.	.	1	86	84	2	69
Cc1ccc(C(=O)N/C(=C/c2ccco2)C(=O)Nc2cccc(C)c2)cc1	1	54	-51%	-137%	6	91	86	-1	54
Cc1ccc(NC(=O)CSc2n[nH]c(-c3ccncc3)n2)cc1C	.	.	10%	-2%	9	81	72	.	.
CCOC(=O)Cn1nnnc1C(CC)N(Cc1cccs1)Cc1cc2ccc(OC)cc2[nH]c1=O (configuration not stated)	5	136	-27%	-16%	8	88	80	-5	136
C=CCn1c(CNC(=O)c2ccccc2C)nnc1SCC(=O)NC1CCCC1	1	135	19%	-2%	-3	100	104	-1	135
CC(=O)Nc1nc2ccccc2n1CCN1CCOCC1	-4	151	.	.	.	.	.	3	151
Cn1c(CCNC(=O)c2ccccc2Cl)n[nH]c1=S	-2	142	3%	-2%	.	.	.	2	142
CC(=O)C1C(c2ccc(F)c(F)c2)NC(=O)NC1(O)C(F)(F)F (configuration not stated)	5	95	.	.	4	106	102	-5	95
CN(CC(O)COc1ccc(S(=O)(=O)N2CCOCC2)cc1)C1CCCCC1 (configuration not stated)	-12	130	-11%	-4%	16	89	73	12	130
O=C(Cn1ccsc1=NC(=O)c1ccco1)c1ccccc1	1	73	12%	0%	1	98	97	-1	73
COc1ccccc1Nc1nc(C)cc(C)c1C(N)=O	-18	159	16%	-12%	-6	86	92	18	159
CCOc1ccc(-c2nnn(CC(=O)NCCc3c[nH]c4ccccc34)n2)cc1	12	131	19%	-1%	.	.	.	-12	131
CCOC(=O)c1ccc(N2C(=O)C=CC2=O)cc1	-1	128	-17%	2%	-1	2	3	1	128
COc1ccc(CC(=O)n2nc(-c3ccc(Cl)cc3)nc2NCc2ccco2)cc1	-6	179	-10%	0%	-31	30	61	6	179
Cc1ccc(NC(=O)c2cnccn2)c(OC(F)F)c1	-6	108	6%	-3%	18	97	79	5	108
CC1(C)Cc2c(c(N3CCCC3)nc3sc4c(N5CCN(CCO)CC5)ncnc4c23)CO1	-57	129	.	0%	-6	89	96	?	.
CC(C)OCCCN1CN(S(=O)(=O)c2ccc(Cl)cc2)c2nc3ccccc3nc21	-19	189	-5%	-4%	23	96	73	19	189
O=C(Nc1ccccc1C(F)(F)F)N1CCC(N2CCCCC2)CC1	-8	124	3%	16%	0	100	100	8	124
CCc1noc(C)c1C(=O)N1CC(C)OC(C)C1 (configuration not stated)	-9	196	-4%	-12%	7	98	92	9	196
CN(C)CC(C)(C)CNS(=O)(=O)c1ccc(Cl)c(Cl)c1	-3	170	-2%	-8%	.	.	.	3	170
CCOC(=O)/C(=N\NC(=O)c1ccccc1)c1ccccc1	.	.	-4%	-14%	10	100	90	.	.

Single records, as listed above. Order of values: NFkB transloc inh | NFkB transloc inh cell count 2 µM | PLAP inhibitors HTS | Bcl-B displacement | MRP reversal | MRP reversal cytotoxicity | MRP reversal with doxorubicin | IL1B NFkB pot | IL1B NFkB pot cell count 2 µM
`CCOC(=O)c1ccc(N2C(=O)C=CC2=O)cc1` is entered as -1 | 128 | -17% | 2% | -1 | 2 | 3 | 1 | 128
`CCc1noc(C)c1C(=O)N1CC(C)OC(C)C1` (configuration not stated) is entered as -9 | 196 | -4% | -12% | 7 | 98 | 92 | 9 | 196
`CC(=O)Nc1nc2ccccc2n1CCN1CCOCC1` is entered as -4 | 151 | . | . | . | . | . | 3 | 151
`CC(=O)C1C(c2ccc(F)c(F)c2)NC(=O)NC1(O)C(F)(F)F` (configuration not stated) is entered as 5 | 95 | . | . | 4 | 106 | 102 | -5 | 95

The listing continues:
SMILES	NFkB transloc inh	NFkB transloc inh cell count 2 µM	PLAP inhibitors HTS	Bcl-B displacement	MRP reversal	MRP reversal cytotoxicity	MRP reversal with doxorubicin	IL1B NFkB pot	IL1B NFkB pot cell count 2 µM
CCOc1cc(CO)c(Br)cc1OCC(=O)O	-21	68	-18%	-9%	10	97	87	21	68
Cc1cccc(N(CC(=O)NC2CCCC2)C(=O)CCCC(=O)Nc2ccccn2)c1	2	183	-98%	-1%	7	98	91	-2	183
Cc1csc(SCC(=O)N2CCN(S(=O)(=O)c3ccc(Cl)cc3)CC2)n1	4	96	-4%	-2%	-14	65	79	-4	96
COc1ccc(Cl)cc1NC(=O)CN(c1ccccc1)S(=O)(=O)N(C)C	-4	166	-11%	-9%	-3	71	74	4	166
O=C(Nc1ccc(-n2nncc2-c2ccco2)cc1)c1cccc(F)c1	4	74	12%	2%	16	80	64	-4	74
CC(=O)c1cccc(NC(=O)Cn2cc3c(n2)CCCC3)c1	-2	153	1%	20%	-2	92	94	2	153
COC(=O)c1ccc(OCC(O)Cn2nnc3ccccc32)cc1 (configuration not stated)	-13	205	-2%	-4%	25	105	80	13	205
CCN(CC)C(=O)C1=C(C)Nc2nnnn2C1c1cccnc1 (configuration not stated)	24	107	7%	-5%	-5	88	93	-24	107
O=C(NCCC1=CCCCC1)c1ccc(=O)oc1	4	101	20%	-2%	-24	48	73	-4	101
c1ccc(Cc2nnc3sc(-c4ccc5c(c4)OCCO5)nn23)cc1	-9	197	5%	-64%	12	91	79	9	197
COC1CCCCC1NS(=O)(=O)c1ccccc1 (configuration not stated)	-11	139	9%	-9%	4	96	91	11	139
CCCCn1c(CN2CCN(C(=O)OCC)CC2)nc2c1c(=O)[nH]c(=O)n2C	-22	66	-22%	-2%	-3	65	68	22	66
COC(=O)C1CN(S(=O)(=O)c2ccc(C)cc2)CCN1S(=O)(=O)c1ccc(C)cc1 (configuration not stated)	-12	197	-22%	-3%	-5	80	85	11	197
O=C(NCC(=O)N(CC1CCCO1)C1(C(=O)NC2CCCCC2)CCCCC1)c1ccccc1 (configuration not stated)	8	130	-4%	-13%	.	.	.	-8	130
CC1(C)Cc2c(C#N)c(SCc3nc4ccccc4[nH]3)nc(N3CCOCC3)c2CO1	19	91	-55%	-8%	27	37	10	-19	91
Cc1nn(C)c(C)c1/C=N/N=C1\CCC2C3CCc4cc(O)ccc4C3CCC12C (configuration not stated)	?	.	-72%	6%	.	.	.	-70	126
COc1cccc(N2C(=O)CC(N3CCC(C(N)=O)(N4CCCCC4)CC3)C2=O)c1 (configuration not stated)	1	126	.	.	8	94	86	-1	126

Results in IL1B NFkB pot, for three of the compounds above:
| Compound | IL1B NFkB pot |
| --- | --- |
| CC1(C)Cc2c(C#N)c(SCc3nc4ccccc4[nH]3)nc(N3CCOCC3)c2CO1 | -19 |
| COC(=O)C1CN(S(=O)(=O)c2ccc(C)cc2)CCN1S(=O)(=O)c1ccc(C)cc1 (configuration not stated) | 11 |
| O=C(NCCC1=CCCCC1)c1ccc(=O)oc1 | -4 |

This is a subset; rates above refer to the full screens.
